# Source: PubChem
# CYP2C19 activ – increases human CYP2C19 enzyme activity. recombinant CYP2C19, luciferin-H EGE luminescence; hits give high values; 0 = fully inhibited enzyme, 1 = untreated enzyme. activation factor at 5 µM. 96,000 tested, under 10 active. P33261;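 active = activation factor of at least 2 at 5 µM in the primary screen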;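 note: 0 = wells with 2.5 mM tranylcypromine and 1 = vehicle-only wells; values of inactives mirror those of a sister screen read the other way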
# Pyk2 oligo antag – Pyk2 (human) oligomerization antagonism; Q14289; Q293 cells, Pyk2 FERM NanoBiT luminescence; hits give low values; z-score (the deposit names both 25 µM and 10 µM); actives 0.83% (n = 99,000); AID 1347419;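 active = Z-score of -3 or lower, scaled per plate to the spread of control and sample wells; inactive = z-score above -3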;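 note: negative z-score means lost luminescence so less FERM oligomerization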
# CYP2C9 inh – human CYP2C9 inhibition | P11712 | CYP2C9 Supersomes, luciferin-H conversion, luminescence | inhibition, % at 5 µM | actives 20% (n = 96,000);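 active = blocking of liver enzyme CYP2C9 beyond about 50% at 5 µM, limit read from the data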; note: values of inactives mirror those of a sister screen read the other way
# Target sequence (P11712 whole entry, looked up): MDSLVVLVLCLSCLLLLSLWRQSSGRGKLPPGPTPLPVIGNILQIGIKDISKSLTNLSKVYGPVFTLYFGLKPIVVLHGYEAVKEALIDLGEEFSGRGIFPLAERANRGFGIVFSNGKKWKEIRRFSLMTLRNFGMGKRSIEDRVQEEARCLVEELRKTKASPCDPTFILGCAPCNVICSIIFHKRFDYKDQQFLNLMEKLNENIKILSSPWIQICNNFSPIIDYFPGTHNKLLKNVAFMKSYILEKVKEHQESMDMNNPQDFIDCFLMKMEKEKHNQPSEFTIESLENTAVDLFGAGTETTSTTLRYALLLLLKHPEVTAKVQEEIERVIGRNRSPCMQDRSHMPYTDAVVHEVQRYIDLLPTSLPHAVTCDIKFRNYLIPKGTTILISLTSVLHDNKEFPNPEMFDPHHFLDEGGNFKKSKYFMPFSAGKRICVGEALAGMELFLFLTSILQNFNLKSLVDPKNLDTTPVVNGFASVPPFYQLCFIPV
# PLAP activator – activators of human placental alkaline phosphatase. P05187. AID 696. activation fold at 20 µM. actives 1.2% (n = 96,000). purified PLAP enzyme, luminescent substrate read-out; hits give high values; in the data active = activation fold above about 2
# Target sequence (P05187 whole entry, looked up): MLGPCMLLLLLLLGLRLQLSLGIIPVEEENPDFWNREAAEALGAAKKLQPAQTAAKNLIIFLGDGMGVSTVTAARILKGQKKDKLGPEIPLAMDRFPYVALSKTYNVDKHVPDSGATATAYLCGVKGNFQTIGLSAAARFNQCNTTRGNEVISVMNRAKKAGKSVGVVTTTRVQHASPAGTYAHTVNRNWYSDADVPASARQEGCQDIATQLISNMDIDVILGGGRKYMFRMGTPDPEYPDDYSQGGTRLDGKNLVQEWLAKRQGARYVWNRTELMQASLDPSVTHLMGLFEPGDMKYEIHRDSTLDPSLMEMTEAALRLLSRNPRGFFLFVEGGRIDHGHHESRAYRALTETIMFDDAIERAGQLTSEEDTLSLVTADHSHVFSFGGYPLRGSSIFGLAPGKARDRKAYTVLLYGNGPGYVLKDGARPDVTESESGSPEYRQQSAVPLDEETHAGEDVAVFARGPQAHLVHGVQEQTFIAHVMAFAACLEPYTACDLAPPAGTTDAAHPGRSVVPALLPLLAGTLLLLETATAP
# CD11b adhes inh – blocks human CD11b/CD18 adhesion to fibrinogen; P05107+P11215; K562 CD11b/CD18 adhesion to fibrinogen, ATPlite luminescence; Mn2+ added to activate the integrin; inhibition, % at 10 µM; actives 0.54% (n = 93,000); AID 1497;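 active = primary inhibition of 50% or more at 10 µM, then 40% or more on retest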; note: some results filed as inactive read as strong as hits
# Mac1 fbg enh – CD11b/CD18-fibrinogen binding enhancement. P05107+P11215. activation, % at 10 µM. AID 1499. actives 0.07% (n = 93,000). K562 CD11b/CD18 adhesion to fibrinogen, ATPlite luminescence;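 active = 10 µM primary screen giving 50% or more activity, confirmed by 40% or more on retest at that dose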; note: strong numbers were not always called active; reference of the scale not given here
# CYP2C19 inh – human CYP2C19 inhibition | P33261 | CYP2C19 Supersomes, luciferin-H EGE luminescence, 30 min | inhibition, % at 5 µM | actives 21% (n = 96,000) | AID 778;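 active = CYP2C19 inhibition above a set limit at 5 µM in the primary screen, cut at about 50% in these data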;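 note: plate controls were negative control wells for no effect and 2.5 mM tranylcypromine positive control for full effect; values of inactives mirror those of a sister screen read the other way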
# CYP2C9 act – activators of human CYP2C9; recombinant CYP2C9, luciferin-H conversion, luminescence; hits give high values; factor 1 = untreated enzyme, 0 = blocked; activation factor at 5 µM; actives 1.4% (n = 96,000);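 active = activation factor of 2 or more for CYP2C9 at a 5 µM dose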;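 note: 0 = sulfaphenazole-blocked wells and 1 = vehicle-only wells; values of inactives mirror those of a sister screen read the other way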
# MT1-MMP txn act – activates MT1-MMP transcription; AID 750; actives 0.16% (n = 86,000); HT1080 MT1-MMP promoter luciferase reporter, luminescence, overnight; hits give high values; activation factor at 10 µM;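 active = activation factor of at least 2 for MT1-MMP transcription at 10 µM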
# Active calls of the source: *; x = not tested or not shown.
CYP2C19 activ	Pyk2 oligo antag	CYP2C9 inh	PLAP activator	CD11b adhes inh	Mac1 fbg enh	CYP2C19 inh	CYP2C9 act	MT1-MMP txn act	structure
1	-0.86	28	1.1	1	-1	2	0.7	1.2	CCCn1nc(NC(=O)C2CCCO2)c2cc3cc(C)ccc3nc21 (centres undefined)
1	-0.51	-12	0.9	6	0	-3	1.1	1.6	O=C1N=C(N2CCCCC2)SC1=C1CCCC1
0.9	0.56	28	1	0	-4	7	0.7	1.1	NC(=O)c1ccc(NC(=O)CCCc2nc(-c3ccccc3Cl)no2)cc1
0.6	0.71	3	0.9	-44	-1	38	1	1.1	O=S(=O)(Cc1ccc(Cl)cc1)NCC1CCCO1 (centres undefined)
1.1	-0.12	30	1.3	0	1	-5	0.7	1.6	O=c1oc2ccccc2cc1-c1nc(-c2cccs2)cs1
1	-1.3	21	1.1	9	1	-1	0.8	1.1	CCOC(=O)c1cnc(SC)nc1Sc1cc(Cl)ccc1Cl
0.4	0.16	5	1	-2	-3	58*	1	1	COc1ccc(N2CCN(C(=O)CSc3nnc4n3C(C)(C)Cc3ccccc3-4)CC2)cc1
1.1	0.45	-16	1.2	1	-5	-13	1.2	1.2	CNC(=O)c1ncnnc1N(C)C(=O)NCc1ccccc1
1	2.1	-2	1.3	2	2	-4	1	1	Cc1c(C)[n+](=O)c2c(n1[O-])CCC2
1.1	0.02	1	1.4	5	-4	-11	1	1.1	CSCCC(NC(=O)OC(C)(C)C)C(=O)NC(C(=O)NC(CC(C)C)C(N)=O)C(C)C (centres undefined)
1	0.29	-28	1.3	12	4	0	1.3	1.1	COc1cccc(-c2nnc(SCCC(=O)O)n2C)c1
1	-0.42	-14	1	-12	-1	-2	1.1	x	COc1cc2ncnc(NCc3ccccc3)c2cc1OC
0.6	0.45	34	0.8	-9	0	38	0.7	1.3	CCCCC(=O)Nc1ccc(C(=O)NCCCn2ccnc2)cc1
0.8	0.93	1	1	x	x	16	1	1.1	O=C1CC(C(=O)Nc2cccc3ccccc23)C2(CCCC2)O1 (centres undefined)
1	0.24	3	0.9	-2	0	2	1	1.6	c1ccc(CSc2nnc(SCc3ccccn3)s2)nc1
1.1	0.56	-1	0.8	-23	6	-9	1	1.1	O=C(O)C1C2C=CC(C2)C1C(=O)OCc1ccccc1 (centres undefined)
1	0.28	-1	1.2	-6	-2	-2	1	1.2	O=C(O)c1cc(NCc2cccs2)ccc1N1CCOCC1
0.7	0.92	16	1	11	3	31	0.8	1.1	CC(=O)Nc1ccc(S(=O)(=O)N(C)c2ccccc2)cc1
0.9	-0.61	9	1	2	0	11	0.9	1.1	CCc1ccc(C(=O)COC(=O)CNC(=O)c2ccco2)cc1
0.9	x	4	0.8	-4	-1	6	1	1.1	CCN1CCN(CC(=O)Nc2ccccc2)C(=O)C1=O
0.4	1.6	32	0.9	0	-6	61*	0.7	1.1	CCCCn1nnnc1NCc1cc(OC)c(OC)cc1OC
0.8	-0.13	7	0.8	1	-4	16	0.9	1.3	COCC(=O)Nc1ccc(C(C)C)cc1
1	0.33	8	1.2	-3	3	-2	0.9	1.2	Cn1c(=O)c2c(nc(SCC(=O)O)n2Cc2cccc(C(F)(F)F)c2)n(C)c1=O
0.7	-0.36	40	1.5	0	0	29	0.6	1.1	CCOc1ccc(CCNC(=O)C2CCCN(S(=O)(=O)c3c(C)n[nH]c3C)C2)cc1OCC (centres undefined)
1	-0.47	17	0.8	-2	-2	-3	0.8	x	Cc1nn(C)c(Oc2ccc(Cl)cc2)c1C(=O)O

# One compound at a time, as listed above. Screens in order: CYP2C19 activ | Pyk2 oligo antag | CYP2C9 inh | PLAP activator | CD11b adhes inh | Mac1 fbg enh | CYP2C19 inh | CYP2C9 act | MT1-MMP txn act
# `O=c1oc2ccccc2cc1-c1nc(-c2cccs2)cs1` is listed as 1.1 | -0.12 | 30 | 1.3 | 0 | 1 | -5 | 0.7 | 1.6
# `NC(=O)c1ccc(NC(=O)CCCc2nc(-c3ccccc3Cl)no2)cc1` is listed as 0.9 | 0.56 | 28 | 1 | 0 | -4 | 7 | 0.7 | 1.1
# `CNC(=O)c1ncnnc1N(C)C(=O)NCc1ccccc1` is listed as 1.1 | 0.45 | -16 | 1.2 | 1 | -5 | -13 | 1.2 | 1.2
# `CCCCC(=O)Nc1ccc(C(=O)NCCCn2ccnc2)cc1` is listed as 0.6 | 0.45 | 34 | 0.8 | -9 | 0 | 38 | 0.7 | 1.3
# `Cc1c(C)[n+](=O)c2c(n1[O-])CCC2` is listed as 1 | 2.1 | -2 | 1.3 | 2 | 2 | -4 | 1 | 1

# Continuation.
CYP2C19 activ	Pyk2 oligo antag	CYP2C9 inh	PLAP activator	CD11b adhes inh	Mac1 fbg enh	CYP2C19 inh	CYP2C9 act	MT1-MMP txn act	structure
1	0.58	22	1.1	x	x	-3	0.8	1.2	COC(=O)Cn1c2ccc(C)cc2c2nc(C)sc21
0.8	-0.92	-14	0.8	-6	4	21	1.1	1	COc1ccc(Cl)cc1NC(=O)NC1CCCCC1
0.8	-1.9	-28	1	0	1	24	1.3	1.3	Cc1ccc(NC(=O)c2nnn(-c3cc(C)cc(C)c3)c2N)cc1
0.7	0.5	8	1	-7	-2	27	0.9	1.5	Cc1ccc(C2CC(c3ccccc3OC(F)F)Nc3ncnn32)cc1 (centres undefined)
1.1	-0.39	-9	1	-16	5	-10	1.1	1.2	O=C(Nc1ccccc1C(=O)N1CCOCC1)c1ccncc1
0.7	-1.1	40	1	-18	6	33	0.6	1.1	COC(=O)c1ccc(CSc2nnc(Nc3cccc(OC)c3)s2)o1
0.9	-2.4	39	1	-44	1	13	0.6	1.1	COc1ccc(C2C(C#N)=C(C)NC3=C2C(=O)CC(C)(C)C3)c(OC)c1 (centres undefined)
1.1	1	-14	0.8	-13	2	-8	1.1	1.2	Cc1cc2ccccc2c(=O)[nH]1
0.8	-0.13	28	1.5	8	2	19	0.7	1.1	CCC1Sc2ccccc2N(CC(=O)NCCC2=CCCCC2)C1=O (centres undefined)
0.7	x	57*	0.8	-12	-1	31	0.4	1	COc1ccc(OC)c2sc(NC(=O)C3CC3)nc12
0.9	2.2	2	0.9	-7	0	11	1	1.1	CCCCCCN1C2=NCCN2c2ccccc21
0.8	x	18	1	x	x	18	0.8	x	O=C(NCc1ccco1)C12CN(Cc3ccccc3)CC1C(c1ccc([N+](=O)[O-])cc1)=NO2 (centres undefined)
0.8	0.26	13	1.1	12	-3	19	0.9	1.5	Cc1cc(C)n(CCc2nc(-c3ccc(C)o3)cs2)n1
0.9	-1.5	14	1	x	x	12	0.9	x	Nc1ccc(C(=O)N/N=C\c2cc(N=Nc3cccc4ccccc34)ccc2O)cc1
1	0.23	16	1	-11	-1	0	0.8	1.1	O=C(Nc1ccc(-c2nc3ncccc3o2)cc1)c1ccco1
0.7	-0.13	15	1.5	-8	-4	27	0.8	1.1	O=C(O)c1cc(NCc2ccccc2C(F)(F)F)ccc1N1CCOCC1
0.7	0.27	14	0.9	2	-4	33	0.9	0.9	CCOC(=O)N1CCN(Cc2ccccc2F)CC1
0.9	1.2	72*	1.2	-8	118	5	0.3	1.1	CCOC(=O)c1cc(-c2ccccc2)n(CC(=O)O)c1C
1	x	-3	0.8	-4	-1	-1	1	1.6	O=C(Nc1ccc(OC(F)(F)F)cc1)c1cnc2n(c1=O)CCS2
0.4	0.15	43	1.6	-10	4	61*	0.6	1.1	CCCCCn1c(N2CCN(Cc3ccccc3)CC2)nc2c1c(=O)[nH]c(=O)n2C
1	-0.09	-18	1.2	-18	2	0	1.2	1.2	O=C(O)CCN1C(=O)C2C3C=CC(C3)C2C1=O (centres undefined)
1	0.89	-4	1.5	-3	-6	2	1	1.2	CCCC(C(=O)NCC1CCCO1)N(Cc1ccco1)C(=O)CNS(=O)(=O)c1ccc(F)cc1 (centres undefined)
1.1	-0.03	38	0.8	2	0	-8	0.6	1.1	CSc1ccccc1C(=O)NCCc1ccc(S(=O)(=O)N2CCCCC2)cc1
0.8	-1.5	48	1.5	0	3	19	0.5	1	COc1cc(OC)cc(N(C(=O)c2ccco2)C(C(=O)NC2CCCC2)c2ccc(N(C)C)cc2)c1 (centres undefined)
0.3	-3.2*	27	1.1	4	-2	66*	0.7	1.1	Nc1nc2n(n1)C(c1cccs1)CC(c1ccc(Br)cc1)N2 (centres undefined)
0.4	1.4	75*	1.3	-10	-1	62*	0.3	1.2	COc1ccc(C2CC2/C(C)=N/OC(=O)c2cccs2)cc1 (centres undefined)
0.9	-0.06	13	0.8	0	-2	6	0.9	1.5	Cc1ccc(C(=O)Oc2ccc(C(=O)COC(=O)c3cnccn3)cc2)cc1
0.8	-0.61	20	1.2	-4	1	17	0.8	1.2	Cc1nnc(SCCn2c(N3CC(C)CC(C)C3)nc3c2c(=O)n(C)c(=O)n3C)s1 (centres undefined)
0.5	0.48	20	1.2	x	x	49	0.8	1.4	COC(=O)c1ccc(CSc2nnc(C)s2)cc1
0.4	-0.43	30	1.5	-14	11	59*	0.7	1	COC(=O)c1cccnc1-n1c(=O)c2cccnc2n(Cc2ccc(Cl)cc2)c1=O
1.1	0.05	-39	0.9	0	-4	-11	1.4	1.2	CCCOc1ccc(Cc2nc(N)nc(N)n2)cc1
0.4	-1.9	48	1	x	x	61*	0.5	x	CCOC(=O)n1c(=O)n(Cc2c(Cl)cccc2Cl)c2ccccc21
0.3	-1.3	90*	1.3	2	-2	74*	0.1	1	COCC(C)OC(=O)C(C#N)c1nc2ccccc2nc1N1CCN(Cc2ccccc2)CC1 (centres undefined)
0.1	-0.37	0	1.1	-13	7	89*	1	1	COc1ccc(NC2CS(=O)(=O)CC2NCc2ccco2)cc1 (centres undefined)
0.9	0.48	3	0.9	14	-1	8	1	1	COc1ccc(CNC(=O)C2CC(c3ccc(F)cc3)=NO2)cc1 (centres undefined)
0.6	0.57	66*	1.2	28	-5	42	0.3	1	CCCn1c(SCC(=O)Nc2nnc(C)s2)nnc1-c1ccoc1C
0.7	-1.3	52*	1.7	14	-2	34	0.5	x	Cc1ccc(SCc2[nH]nc3c2C2(C(=O)Nc4ccc([N+](=O)[O-])cc42)C(C#N)=C(N)O3)cc1 (centres undefined)
0.9	-0.81	35	1.6	-6	-7	9	0.6	1.1	Cc1nc2c(c(=O)n1CCC1=CCCCC1)c1nc3ccccc3nc1n2/N=C/c1ccccc1
0.9	1.1	-2	0.9	-7	-6	13	1	1.2	COc1cccc(OC)c1C(=O)Nc1ccc(CN2CCCCC2)cc1
1	0.6	-4	1	-19	-2	-2	1	1.1	CCCCC(=O)N1CC2(C)CN(C(=O)CCCC)CC(C)(C1)C2=O
1.1	-0.22	-1	1	-4	2	-8	1	1.4	CCCCOc1ccc(-c2nc(SCC(N)=O)n[nH]2)cc1

# Ordered by count of non-hydrogen atoms (descending): 3 of the compounds above
CYP2C19 activ	Pyk2 oligo antag	CYP2C9 inh	PLAP activator	CD11b adhes inh	Mac1 fbg enh	CYP2C19 inh	CYP2C9 act	MT1-MMP txn act	structure
0.9	-0.81	35	1.6	-6	-7	9	0.6	1.1	Cc1nc2c(c(=O)n1CCC1=CCCCC1)c1nc3ccccc3nc1n2/N=C/c1ccccc1
0.9	0.48	3	0.9	14	-1	8	1	1	COc1ccc(CNC(=O)C2CC(c3ccc(F)cc3)=NO2)cc1 (centres undefined)
0.1	-0.37	0	1.1	-13	7	89*	1	1	COc1ccc(NC2CS(=O)(=O)CC2NCc2ccco2)cc1 (centres undefined)
